A3A deaminase: inhibitors of human APOBEC3A DNA deaminase. P31941. recombinant A3A, FAM/TAMRA ssDNA deamination fluorescence. inhibition, % at 20 µM. 0.41% of 330,000 active. AID 493011;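 active = at least 40% inhibition at 20 µM here, with at most 30% in a related deaminase screen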;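 also: plate controls were A3A with DMSO for no effect and wells lacking A3A enzyme for full effect; some results filed as inactive read as strong as hits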
Target sequence (P31941 whole entry, looked up): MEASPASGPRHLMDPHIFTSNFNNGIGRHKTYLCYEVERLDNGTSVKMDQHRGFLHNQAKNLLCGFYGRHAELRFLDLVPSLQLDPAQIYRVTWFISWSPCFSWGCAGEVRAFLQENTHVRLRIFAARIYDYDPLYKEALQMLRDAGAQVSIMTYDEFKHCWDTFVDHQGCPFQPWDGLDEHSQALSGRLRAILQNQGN
hIAP block: human IAP inhibition; 0.12% of 330,000 active; purified IAP, CDP-Star luminescence, 30 min; inhibition, % at 10 µM; AID 2544;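 active = inhibition reaching a set limit with compound at 10 µM in the primary screen, cut at about 35% in these data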;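 also: plate controls were DMSO wells with enzyme for no effect and no-enzyme buffer wells for full effect; values of inactives mirror those of a sister screen read the other way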
MIN6 prolif: MIN6 beta-cell proliferation induction; AID 2380; 0.29% of 330,000 active; proliferation, % at 10 µM; MIN6 cells proliferation, ATPlite luminescence, 48 h; cells starved in 0.2% serum; 100% = growth in 10% serum;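 active = compounds whose signal lies at least 3.5 SD above the mean of all wells on their plate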;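 also: 0% = DMSO-treated cells in low-serum medium and 100% = 10% serum control; some compounds called inactive have numbers as strong as hits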
mIAP block: blocks mouse intestinal alkaline phosphatase | purified mouse IAP, CDP-Star luminescence, 30 min | inhibition, % at 10 µM | 0.2% of 330,000 active | AID 2806;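 active = inhibition of at least 40% at 10 µM in the primary screen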;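 also: plate controls were DMSO with enzyme for no effect and no enzyme wells for full effect; values of inactives mirror those of a sister screen read the other way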
MPTP block: permeability transition pore inhibition. isolated mouse mitochondria, Ca2+ swelling absorbance, 30 min. inhibition, % at 10 µM. 1.4% of 360,000 active;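 active = inhibition of 50% or more, scaled per plate between neutral and stimulator controls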;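 also: 0% = DMSO wells given calcium and 100% = 1 mM EGTA wells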
mIAP activ: mouse IAP activation; activation factor at 10 µM; muIAP, CDP-Star luminescence, 30 min; hits give high values; 1 = vehicle-only enzyme signal, 0 = enzyme-free wells; 0.24% of 330,000 active;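 active = activation factor of at least 2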; also: the source names both 10 and 20 µM as test concentration; values of inactives mirror those of a sister screen read the other way
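Assay system: mouse IAP enzyme / Compound: DMSO-dissolved test compounds / Timing: 30 min, room temperature / Measured by: luminescence from enzymatic CDP-Star hydrolysis / Control set: DMSO-only wells, enzyme-free buffer wells as negative control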
APOBEC3G inh: inhibitors of human APOBEC3G DNA deaminase; 0.28% of 330,000 active; inhibition, % at 20 µM; recombinant A3G, ssDNA deamination FAM/TAMRA fluorescence; Q9HC16; AID 493012;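 active = inhibition of at least 40% at 20 µM, with no more than 30% in the related APOBEC3A deaminase screen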;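 also: plate controls were DMSO wells with A3G for no effect and wells lacking A3G enzyme for full effect; some compounds called inactive have numbers as strong as hits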
Target sequence (Q9HC16 whole entry, looked up): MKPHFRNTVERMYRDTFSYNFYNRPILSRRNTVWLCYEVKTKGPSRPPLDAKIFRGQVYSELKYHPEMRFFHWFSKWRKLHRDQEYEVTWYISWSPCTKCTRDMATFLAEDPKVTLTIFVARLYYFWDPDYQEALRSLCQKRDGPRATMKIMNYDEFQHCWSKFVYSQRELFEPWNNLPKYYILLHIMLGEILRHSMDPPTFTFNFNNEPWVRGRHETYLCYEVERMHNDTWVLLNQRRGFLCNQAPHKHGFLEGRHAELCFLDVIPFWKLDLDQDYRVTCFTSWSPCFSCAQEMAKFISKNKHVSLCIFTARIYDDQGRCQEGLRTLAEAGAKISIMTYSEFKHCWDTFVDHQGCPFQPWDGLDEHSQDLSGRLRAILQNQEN
hIAP activ: increases human intestinal alkaline phosphatase activity | P09923 | purified human IAP, CDP-Star luminescence, 30 min; hits give high values; 1 = vehicle-only enzyme, 0 = enzyme-free background | activation factor at 10 µM | 0.16% of 330,000 active;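 active = activation factor of the enzyme at least 2-fold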; also: the source names both 10 and 20 µM as test concentration; values of inactives mirror those of a sister screen read the other way
ATG4B inh: inhibitors of human ATG4B cysteine protease; ATG4B cleavage of LC3-PLA2, NBD-HPC fluorescence, 1 h; inhibition, % at 8.33 µM; 0.51% of 340,000 active; AID 504462; in the data active = inhibition above about 40%
Target sequence (Q9Y4P1 whole entry, looked up): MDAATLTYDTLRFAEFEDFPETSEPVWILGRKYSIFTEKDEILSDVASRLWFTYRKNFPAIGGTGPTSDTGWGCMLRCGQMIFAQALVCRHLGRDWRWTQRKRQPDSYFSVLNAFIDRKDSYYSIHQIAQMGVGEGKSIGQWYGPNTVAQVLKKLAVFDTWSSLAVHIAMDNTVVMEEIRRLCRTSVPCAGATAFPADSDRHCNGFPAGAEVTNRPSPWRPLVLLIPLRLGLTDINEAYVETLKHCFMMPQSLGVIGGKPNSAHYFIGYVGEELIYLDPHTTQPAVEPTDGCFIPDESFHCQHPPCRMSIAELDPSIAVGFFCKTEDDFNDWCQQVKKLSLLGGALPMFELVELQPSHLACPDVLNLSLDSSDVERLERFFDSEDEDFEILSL
Active calls of the source: *.

For Cc1[nH][nH]c(=O)c1N=Nc1ccc(S(N)(=O)=O)cc1 the results were A3A deaminase -1, hIAP block -22, MIN6 prolif -3, mIAP block 13, MPTP block 1.1, mIAP activ 0.87, APOBEC3G inh -6, hIAP activ 1.2 and ATG4B inh 1.
For C[C@]12CCC3C(CC[C@H]4CC(O)CC[C@]34C)C1CC/C2=N/NC(=O)c1ccncc1 (some centres undefined) the results were A3A deaminase -2, hIAP block -14, MIN6 prolif 1, mIAP block 9, MPTP block -0.8, mIAP activ 0.91, APOBEC3G inh -8, hIAP activ 1.1 and ATG4B inh -4.
`Cc1ccc(NC(=O)NCc2cccnc2)cc1` gave A3A deaminase -2, hIAP block -8, MIN6 prolif -3, mIAP block 5, MPTP block -0.3, mIAP activ 0.95, APOBEC3G inh -6, hIAP activ 1.1 and ATG4B inh 3.
Cc1ccc2nc(C)c(Cl)c(=O)n2c1 was read as A3A deaminase 2, hIAP block 10, MIN6 prolif -2, mIAP block 2, MPTP block -0.3, mIAP activ 0.98, APOBEC3G inh 6, hIAP activ 0.9 and ATG4B inh -7.
Cc1cc(OCC(=O)NCCc2ccc(Cl)cc2)c2c(C)cc(=O)oc2c1 was read as A3A deaminase 3, hIAP block -6, MIN6 prolif 3, mIAP block 2, MPTP block -0.2, mIAP activ 0.98, APOBEC3G inh 2, hIAP activ 1.1 and ATG4B inh 5.
CC(C)n1ncc(N2CCOCC2)c(Cl)c1=O was read as A3A deaminase 1, hIAP block -4, MIN6 prolif 3, mIAP block 2, MPTP block 0.6, mIAP activ 0.97, APOBEC3G inh -2, hIAP activ 1 and ATG4B inh -2.
O=C(CN1C(=O)NC2(CCCc3ccccc32)C1=O)Nc1ccccc1OC(F)F (centres undefined) was read as A3A deaminase 4, hIAP block -6, MIN6 prolif 6, mIAP block 0, MPTP block -0.1, mIAP activ 1, APOBEC3G inh -3, hIAP activ 1.1 and ATG4B inh -6.
For CC(C)NC(=O)/C(C#N)=C/c1ccc2c(c1)OCCO2 the results were A3A deaminase 1, hIAP block 9, MIN6 prolif 0, mIAP block -1, MPTP block -2.2, mIAP activ 1, APOBEC3G inh -1, hIAP activ 0.91 and ATG4B inh -7.
CCCn1c(C(C)Nc2nc(-c3cccc(Br)c3)cs2)nc2ccccc21 (centres undefined) was read as A3A deaminase -3, hIAP block -14, MIN6 prolif -3, mIAP block 6, MPTP block 1.3, mIAP activ 0.94, APOBEC3G inh -5, hIAP activ 1.1 and ATG4B inh 7.
For Cc1cc2c(cc(C(=O)OCC(=O)NCc3ccco3)n2C)s1 the results were A3A deaminase -4, hIAP block 7, MIN6 prolif 0, mIAP block -13, MPTP block 0.0, mIAP activ 1.1, APOBEC3G inh -5, hIAP activ 0.93 and ATG4B inh -2.
For Cc1ccnc(NC(=O)CNC(=O)c2cccs2)c1 the results were A3A deaminase 2, hIAP block 9, MIN6 prolif 1, mIAP block 2, MPTP block -0.4, mIAP activ 0.98, APOBEC3G inh -2, hIAP activ 0.91 and ATG4B inh -6.
`Cc1nc2nc(COc3ccccc3)[nH]n2c(=O)c1C` gave A3A deaminase -2, hIAP block 3, MIN6 prolif -2, mIAP block 2, MPTP block -1.5, mIAP activ 0.98, APOBEC3G inh -6, hIAP activ 0.97 and ATG4B inh -3.
`COc1ccc(C)cc1NC(=O)C(OC(=O)c1cnc(C)cn1)c1ccccc1` (centres undefined) gave A3A deaminase -2, hIAP block -2, MIN6 prolif 5, mIAP block 1, MPTP block -0.2, mIAP activ 0.99, APOBEC3G inh -7, hIAP activ 1 and ATG4B inh -3.
`COc1cc(C(=O)NC(c2ccccc2)c2ccccc2)cc(Cl)c1OC` gave A3A deaminase -3, hIAP block 1, MIN6 prolif 0, mIAP block -10, MPTP block 1.9, mIAP activ 1.1, APOBEC3G inh -9, hIAP activ 0.99 and ATG4B inh -2.
Screening COc1ccccc1-n1c(SCC(=O)N2CCOCC2)nc2ccccc2c1=O returned A3A deaminase -5, hIAP block -3, MIN6 prolif -2, mIAP block 2, MPTP block -2.0, mIAP activ 0.98, APOBEC3G inh -6, hIAP activ 1 and ATG4B inh 5.
For Cc1ccc(Sc2ncccc2/C=N/O)cc1 the results were A3A deaminase 1, hIAP block 0, MIN6 prolif 0, mIAP block -4, MPTP block 0.6, mIAP activ 1, APOBEC3G inh -5, hIAP activ 1 and ATG4B inh -16.
CCOCCCNC(=O)C1CCN(C(=O)N(C)C)CC1 was read as A3A deaminase 4, hIAP block -16, MIN6 prolif -2, mIAP block 2, MPTP block 1.1, mIAP activ 0.98, APOBEC3G inh -3, hIAP activ 1.2 and ATG4B inh 4.
`C/C(=N\NC(=O)c1ccc(O)cc1)c1ccc(N2CCOCC2)cc1` gave A3A deaminase -5, hIAP block -1, MIN6 prolif -1, mIAP block 0, MPTP block -1.4, mIAP activ 0.99, APOBEC3G inh -8, hIAP activ 1 and ATG4B inh 0.
`NC(=O)C1CCN(C(=O)CN2CCN(c3cccc(C(F)(F)F)c3)CC2)CC1` gave A3A deaminase 4, hIAP block -5, MIN6 prolif -4, mIAP block -3, MPTP block 1.1, mIAP activ 1, APOBEC3G inh 6, hIAP activ 1 and ATG4B inh -4.
`CCc1cc2c3c(c(=O)oc2cc1OC)CCCC3` gave A3A deaminase 0, hIAP block 13, MIN6 prolif 0, mIAP block -8, MPTP block 25, mIAP activ 1.1, APOBEC3G inh -2, hIAP activ 0.87 and ATG4B inh 6.
`Cc1ccc(F)cc1NC(=O)CSc1nc(Nc2ccccc2)nc(N2CCOCC2)n1` gave A3A deaminase -1, hIAP block 7, MIN6 prolif -6, mIAP block -12, MPTP block 1.6, mIAP activ 1.1, APOBEC3G inh 5, hIAP activ 0.93 and ATG4B inh 2.
For Cc1ccc(C2=CC(c3ccc(C)cc3)n3ncnc3N2)cc1 (centres undefined) the results were A3A deaminase 0, hIAP block 5, MIN6 prolif 2, mIAP block -3, MPTP block -2.1, mIAP activ 1, APOBEC3G inh -4, hIAP activ 0.95 and ATG4B inh -6.
`COP(=O)(c1ccc(N(C)C)cc1)C(O)c1ccccc1` (centres undefined) gave A3A deaminase 1, hIAP block 4, MIN6 prolif -5, mIAP block -14, MPTP block 0.0, mIAP activ 1.1, APOBEC3G inh 3, hIAP activ 0.96 and ATG4B inh 6.
For Cc1ccc(Oc2ccc(Oc3ccc(C)cc3)nn2)cc1 the results were A3A deaminase 5, hIAP block 8, MIN6 prolif 0, mIAP block -4, MPTP block -1.7, mIAP activ 1, APOBEC3G inh 3, hIAP activ 0.92 and ATG4B inh 1.

As a working copy, part of the list above:
`CCc1cc2c3c(c(=O)oc2cc1OC)CCCC3` gave A3A deaminase 0, hIAP block 13, MIN6 prolif 0, mIAP block -8, MPTP block 25, mIAP activ 1.1, APOBEC3G inh -2, hIAP activ 0.87 and ATG4B inh 6.
`Cc1ccc(F)cc1NC(=O)CSc1nc(Nc2ccccc2)nc(N2CCOCC2)n1` gave A3A deaminase -1, hIAP block 7, MIN6 prolif -6, mIAP block -12, MPTP block 1.6, mIAP activ 1.1, APOBEC3G inh 5, hIAP activ 0.93 and ATG4B inh 2.
For Cc1ccc(C2=CC(c3ccc(C)cc3)n3ncnc3N2)cc1 (centres undefined) the results were A3A deaminase 0, hIAP block 5, MIN6 prolif 2, mIAP block -3, MPTP block -2.1, mIAP activ 1, APOBEC3G inh -4, hIAP activ 0.95 and ATG4B inh -6.
`COP(=O)(c1ccc(N(C)C)cc1)C(O)c1ccccc1` (centres undefined) gave A3A deaminase 1, hIAP block 4, MIN6 prolif -5, mIAP block -14, MPTP block 0.0, mIAP activ 1.1, APOBEC3G inh 3, hIAP activ 0.96 and ATG4B inh 6.
For Cc1ccc(Oc2ccc(Oc3ccc(C)cc3)nn2)cc1 the results were A3A deaminase 5, hIAP block 8, MIN6 prolif 0, mIAP block -4, MPTP block -1.7, mIAP activ 1, APOBEC3G inh 3, hIAP activ 0.92 and ATG4B inh 1.

Carrying on.
Screening N#CCSc1nc(N)c(C#N)c(C2CCCCC2)c1C#N returned A3A deaminase -4, hIAP block -3, MIN6 prolif -2, mIAP block 9, MPTP block 1.2, mIAP activ 0.91, APOBEC3G inh -5, hIAP activ 1 and ATG4B inh -11.
For CC(C)NCCCCOc1cccc(Br)c1 the results were A3A deaminase -2, hIAP block 1, MIN6 prolif -1, mIAP block 4, MPTP block 0.8, mIAP activ 0.96, APOBEC3G inh -7, hIAP activ 0.99 and ATG4B inh 3.
For CCOC(=O)c1c(C)[nH]c(C(=O)COC(=O)c2oc3ccccc3c2C)c1C the results were A3A deaminase -2, hIAP block 11, MIN6 prolif 0, mIAP block 3, MPTP block 7.9, mIAP activ 0.97, APOBEC3G inh -2, hIAP activ 0.89 and ATG4B inh -4.
`Cc1sc(N/N=C/C=C/c2ccccc2)nc1-c1ccccc1` gave A3A deaminase -2, hIAP block 11, MIN6 prolif -4, mIAP block 17, MPTP block -0.6, mIAP activ 0.83, APOBEC3G inh -2, hIAP activ 0.89 and ATG4B inh -3.
`COc1ccc(N(CC(=O)NCc2ccc(C)cc2)S(=O)(=O)c2c(C)[nH]c(=O)[nH]c2=O)cc1` gave A3A deaminase 2, hIAP block -15, MIN6 prolif -3, mIAP block -7, MPTP block -0.8, mIAP activ 1.1, APOBEC3G inh 7, hIAP activ 1.1 and ATG4B inh -6.
Screening COc1ccccc1/C=C/C=N/N1CCN(c2ccccn2)CC1 returned A3A deaminase -8, hIAP block 11, MIN6 prolif -2, mIAP block -20, MPTP block 1.2, mIAP activ 1.2, APOBEC3G inh -10, hIAP activ 0.89 and ATG4B inh 4.
Screening O=C(NCc1ccco1)c1cc(-c2cccnc2)nc2ccccc12 returned A3A deaminase 4, hIAP block 7, MIN6 prolif 1, mIAP block -10, MPTP block -0.6, mIAP activ 1.1, APOBEC3G inh 2, hIAP activ 0.93 and ATG4B inh -13.
CCCCOC(=O)Nc1nc2ccc(OC)cc2s1 was read as A3A deaminase 0, hIAP block 5, MIN6 prolif -2, mIAP block 1, MPTP block 0.2, mIAP activ 0.99, APOBEC3G inh -1, hIAP activ 0.95 and ATG4B inh 0.
`CN1CCN(C(=S)C(=O)Nc2ccc(Br)cc2)CC1` gave A3A deaminase 6, hIAP block 0, MIN6 prolif -1, mIAP block 7, MPTP block -4.9, mIAP activ 0.93, APOBEC3G inh 80*, hIAP activ 1 and ATG4B inh -10.
Screening COc1ccc(C(=O)Cn2cnc3ccccc3c2=O)cc1 returned A3A deaminase 3, hIAP block 10, MIN6 prolif -3, mIAP block -1, MPTP block -0.3, mIAP activ 1, APOBEC3G inh -2, hIAP activ 0.9 and ATG4B inh 18.
Cc1cc(C)c2oc(C(=O)N(Cc3ccc(F)cc3)C3CCS(=O)(=O)C3)cc(=O)c2c1 (centres undefined) was read as A3A deaminase -4, hIAP block 27, MIN6 prolif 3, mIAP block 4, MPTP block -1.1, mIAP activ 0.95, APOBEC3G inh -3, hIAP activ 0.73 and ATG4B inh -21.
For CCCc1nn(C)c(C(=O)Nc2ccc(C(C)(C)C)cc2)c1Cl the results were A3A deaminase 2, hIAP block -3, MIN6 prolif -1, mIAP block -4, MPTP block 11, mIAP activ 1, APOBEC3G inh 5, hIAP activ 1 and ATG4B inh 5.
Screening Cc1c(C(N)=O)sc2ncn(CC(=O)OC(C)C)c(=O)c12 returned A3A deaminase 0, hIAP block 6, MIN6 prolif -2, mIAP block 3, MPTP block -0.2, mIAP activ 0.97, APOBEC3G inh -6, hIAP activ 0.94 and ATG4B inh -11.

Screens: PubChem BioAssay, Sanford-Burnham Center for Chemical Genomics
